Assay outcomes from PubChem BioAssay.
MDM2 E3 inh = Mdm2 E3 ligase (human) inhibition; hit rate 0.11% among 210,000; cell-based MDM2 ubiquitination luciferase reporter, 2 h; 0 = plate control, 100 = twice control, blank-subtracted; Q00987; signal enhancement, % at 5 µM; AID 1230;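 active = signal enhancement of 30% or more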;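 note: luminescence tracks abundance of the self-degrading MDM2-luciferase fusion protein; higher signal means inhibition of MDM2 E3 ligase activity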
Target sequence (Q00987 whole entry, looked up, the tested form may be a part): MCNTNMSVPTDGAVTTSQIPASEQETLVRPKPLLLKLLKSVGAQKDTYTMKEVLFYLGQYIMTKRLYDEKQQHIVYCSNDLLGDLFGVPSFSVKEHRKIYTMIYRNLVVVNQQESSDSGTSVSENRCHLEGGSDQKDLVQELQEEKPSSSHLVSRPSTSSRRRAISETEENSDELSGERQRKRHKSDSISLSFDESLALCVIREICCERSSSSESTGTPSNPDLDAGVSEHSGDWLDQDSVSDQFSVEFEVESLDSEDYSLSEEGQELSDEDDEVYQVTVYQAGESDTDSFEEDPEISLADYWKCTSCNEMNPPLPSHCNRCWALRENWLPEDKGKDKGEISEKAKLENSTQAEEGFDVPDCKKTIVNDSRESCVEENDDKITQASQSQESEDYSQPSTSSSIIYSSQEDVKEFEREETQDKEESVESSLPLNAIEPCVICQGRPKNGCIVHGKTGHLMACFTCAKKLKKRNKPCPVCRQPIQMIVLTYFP
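Test system: mammalian cells stably expressing self-ubiquitinating, self-degrading MDM2 E3–luciferase fusion; Amount: 2000 cells in each well; Medium: DMEM; Schedule: 4 h settle plus 2 h compound, 37 °C; Technique: SteadyLite luciferase luminescence after 15 min room-temperature reagent incubation; Benchmarks: plate control and blank wells.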
14-3-3 Bad inh = disrupts binding of bovine 14-3-3 zeta to phospho-Bad peptide; TR-FRET 14-3-3zeta/Dy647-pBad peptide displacement, 1 h; inhibition, % at 21.7 µM; hit rate 0.71% among 220,000; AID 781;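 active = inhibition above about 70%, limit read from the data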;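 note: 0% = full 14-3-3 plus peptide FRET controls and 100% = background without 14-3-3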
Target sequence (P63103 whole entry, looked up): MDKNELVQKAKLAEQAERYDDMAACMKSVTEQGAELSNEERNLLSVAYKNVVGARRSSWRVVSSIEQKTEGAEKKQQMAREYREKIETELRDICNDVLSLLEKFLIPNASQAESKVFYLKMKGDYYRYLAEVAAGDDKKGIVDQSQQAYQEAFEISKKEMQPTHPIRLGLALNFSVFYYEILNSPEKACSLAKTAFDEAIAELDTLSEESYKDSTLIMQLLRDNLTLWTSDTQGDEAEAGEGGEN
Hck-Nef inh = inhibitors of human Hck kinase activated by Nef; hit rate 0.68% among 220,000; P08631; Recombinant Hck-YEEI plus Nef, Z-Lyte FRET kinase assay; AID 463187; inhibition, % at 20 µM;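 active = Hck-Nef kinase inhibition above about 50%, limit read from the data; inactive = inhibition below that limit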;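 note: 0% = DMSO with Hck plus Nef and 100% = Hck alone without Nef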
Runt-SMMHC FRET = blocks binding of human RUNX1 Runt domain to CBFb-SMMHC; hit rate 0.74% among 220,000; Cerulean-Runt/Venus-CBFb-SMMHC FRET ratio 530/480, 1 h; inhibition, % at 20 µM;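 active = mean inhibition across duplicate retests at 20 µM reaching about 50%, limit read from the data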;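 note: 0% = DMSO wells and 100% = wells with excess untagged CBFb-SMMHC; inhibitors lower the FRET ratio by blocking Runt binding to CBFb-SMMHC; some results filed as inactive read as strong as hits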
zVAD death inh = L929 zVAD cell death inhibition | L929 zVAD necroptosis rescue, ATP luminescence, 24 h; with zVAD 60 µM | AID 1377 | viability rescue, % at 10 µM | hit rate 0.38% among 220,000;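 active = activation, scaled between plate controls, above about 75%, limit read from the data; inactive = activation under that limit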;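 note: 0% = zVAD with DMSO and 100% = DMSO alone without zVAD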
Runt-CBFb FRET = Runt domain-CBFb interaction inhibition. Q01196+Q13951. Cerulean-Runt/Venus-CBFb FRET ratio 530/480, 1 h. inhibition, % at 20 µM. hit rate 0.46% among 220,000;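 active = inhibition over about 50% at 20 µM in the single-dose screen, limit read from the data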;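 note: 0% = DMSO wells and 100% = excess unlabeled CBFb competitor control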
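test system = Cerulean-Runt domain fusion protein, energy donor | probe or stimulus = Venus-CBFb binding partner, 100 nM | incubation = two 1 h room-temperature incubations shielded from light | detection = fluorescence energy transfer, 422 nm excitation, 530/480 nm emission | measure = loss of energy transfer signal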
TbHK1 inh = blocks Trypanosoma brucei hexokinase 1 activity; recombinant TbHK1, G6PDH-coupled NADH A340; inhibition, % at 10 µM; hit rate 0.11% among 220,000;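 active = inhibition of 50% or more in the single-dose primary screen; inactive = inhibition below 50%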
NCF1 inh = blocks human p47phox regulatory protein of NADPH oxidases; P14598; inhibition, % at 24.7 µM; hit rate 0.53% among 220,000; p47phox/p22phox peptide binding, fluorescence polarization, 2 h; AID 1274;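 active = inhibition above about 30%, limit read from the data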;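 note: 0% = p47phox with labelled peptide and 100% = labelled peptide alone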
EBV gp42 block = inhibitors of Epstein-Barr virus glycoprotein 42; inhibition, % (tested at 21.74 µM); Fluorescence polarization binding assay, mP read-out; hit rate 0.42% among 220,000; in the data active = inhibition above about 50%
Target sequence (Q1HVG2 whole entry, looked up): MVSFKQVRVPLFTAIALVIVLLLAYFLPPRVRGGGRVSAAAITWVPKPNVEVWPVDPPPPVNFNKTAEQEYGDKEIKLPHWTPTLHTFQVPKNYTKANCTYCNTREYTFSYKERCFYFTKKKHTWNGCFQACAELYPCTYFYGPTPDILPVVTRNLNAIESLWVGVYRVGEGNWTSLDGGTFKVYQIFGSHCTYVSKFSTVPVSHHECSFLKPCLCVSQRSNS
Active calls of the source: *; / = not tested or not shown; & = joins results of further samples; [ ] = another dose, or the depositor's remark.

Start of the data: the first 8 entries as a preview:
Letters – A = MDM2 E3 inh; B = 14-3-3 Bad inh; C = Hck-Nef inh; D = Runt-SMMHC FRET; E = zVAD death inh; F = Runt-CBFb FRET; G = TbHK1 inh; H = NCF1 inh; I = EBV gp42 block
SMILES: Cc1ccc(C(C)C)c(OCC(=O)NN=C2CCCC2)c1
  A: -9; B: -6; C: 16; D: 1; E: 2.2; F: 0; G: -9; H: 0; I: -4

SMILES: Cc1cc(C(=O)NC(CC(C)C)C(=O)O)cc(C)c1[N+](=O)[O-] (centres undefined)
  A: 8; B: -3; C: 5; D: 1; E: -0.1; F: 2; G: -3; H: 0; I: -13

SMILES: O=C1c2ccccc2NC(c2ccc([N+](=O)[O-])cc2)N1O (centres undefined)
  A: 4; B: -6; C: -18; D: -2; E: 26; F: 1; G: -12; H: 1; I: -8

SMILES: CN(C)CC(C)(C)CNS(=O)(=O)c1ccc(Cl)c(Cl)c1
  A: -10&-22; B: 2&-2; C: -3&1; D: 1&0; E: -1.0&0.6; F: 1&0; G: 4&-6; H: 8&-7; I: 0&0

SMILES: CC12CC(O)C3c4ccc(O)cc4CCC3C1CCC2=O (centres undefined)
  A: -12; B: -13; C: 24; D: -1; E: 3.4; F: -1; G: -2; H: 3; I: -3

SMILES: CCOC(=O)/C(=N\NC(=O)c1ccccc1)c1ccccc1
  A: -5; B: 70; C: -1; D: 0; E: 0.5; F: 4; G: -13; H: -4; I: -23

SMILES: Clc1ccccc1N=C1SCCS1
  A: -4; B: -1; C: 18; D: 3; E: -0.6; F: 2; G: 5; H: 1; I: -4

SMILES: CCOc1cc(CO)c(Br)cc1OCC(=O)O
  A: 1; B: 7[fluorescence artefact?]; C: 3; D: -8; E: -0.1; F: -1; G: -6; H: -4; I: -4

Results (from the top)
Letters – A = MDM2 E3 inh; B = 14-3-3 Bad inh; C = Hck-Nef inh; D = Runt-SMMHC FRET; E = zVAD death inh; F = Runt-CBFb FRET; G = TbHK1 inh; H = NCF1 inh; I = EBV gp42 block
SMILES: Cc1ccc(C(C)C)c(OCC(=O)NN=C2CCCC2)c1
  A: -9; B: -6; C: 16; D: 1; E: 2.2; F: 0; G: -9; H: 0; I: -4

SMILES: Cc1cc(C(=O)NC(CC(C)C)C(=O)O)cc(C)c1[N+](=O)[O-] (centres undefined)
  A: 8; B: -3; C: 5; D: 1; E: -0.1; F: 2; G: -3; H: 0; I: -13

SMILES: O=C1c2ccccc2NC(c2ccc([N+](=O)[O-])cc2)N1O (centres undefined)
  A: 4; B: -6; C: -18; D: -2; E: 26; F: 1; G: -12; H: 1; I: -8

SMILES: CN(C)CC(C)(C)CNS(=O)(=O)c1ccc(Cl)c(Cl)c1
  A: -10&-22; B: 2&-2; C: -3&1; D: 1&0; E: -1.0&0.6; F: 1&0; G: 4&-6; H: 8&-7; I: 0&0

SMILES: CC12CC(O)C3c4ccc(O)cc4CCC3C1CCC2=O (centres undefined)
  A: -12; B: -13; C: 24; D: -1; E: 3.4; F: -1; G: -2; H: 3; I: -3

SMILES: CCOC(=O)/C(=N\NC(=O)c1ccccc1)c1ccccc1
  A: -5; B: 70; C: -1; D: 0; E: 0.5; F: 4; G: -13; H: -4; I: -23

SMILES: Clc1ccccc1N=C1SCCS1
  A: -4; B: -1; C: 18; D: 3; E: -0.6; F: 2; G: 5; H: 1; I: -4

SMILES: CCOc1cc(CO)c(Br)cc1OCC(=O)O
  A: 1; B: 7[fluorescence artefact?]; C: 3; D: -8; E: -0.1; F: -1; G: -6; H: -4; I: -4

SMILES: O=C(CN1CCC(n2nnc3cc(F)ccc32)CC1)N1CCCc2ccccc21
  A: 3; B: 4; C: 1; D: 2; E: -0.6; F: -2; G: 4; H: -8; I: -12

SMILES: COc1ccc(C(=O)CSc2nnc(CNc3ccc(C)cc3C)n2Cc2ccco2)cc1
  A: 0; B: -5; C: 6; D: -3; E: 0.3; F: 0; G: 0; H: -49; I: -23

SMILES: Cc1cccc(N(CC(=O)NC2CCCC2)C(=O)CCCC(=O)Nc2ccccn2)c1
  A: -9; B: 3; C: 11; D: 1; E: -0.7; F: 0; G: -6; H: -5; I: 4

SMILES: COc1ccc(Cc2c(O)nc(SCC(=O)N3CCCCCC3)[nH]c2=O)cc1
  A: -3; B: -5; C: 7; D: 0; E: 0.7; F: 0; G: -3; H: -2; I: -6

SMILES: O=C(O)CCC(=O)N1CCc2cc(S(=O)(=O)N3CC=C(c4ccccc4)CC3)ccc21
  A: -9; B: 1; C: 2; D: 8; E: 1.2; F: 4; G: -15; H: -28; I: -8

SMILES: CC(C)CCNC(=O)NC(=O)COC(=O)c1cc(S(=O)(=O)N2CCOCC2)ccc1N1CCCCC1
  A: -3; B: -7[fluorescence artefact?]; C: 1; D: 1; E: -0.6; F: -7; G: -5; H: -9; I: -7

SMILES: CCOC(=O)N1CCN(c2ccc(C(F)(F)F)cn2)CC1
  A: -2; B: -4; C: -2; D: 1; E: 0.9; F: -2; G: 5; H: -5; I: 9

Letters – A = MDM2 E3 inh; B = 14-3-3 Bad inh; C = Hck-Nef inh; D = Runt-SMMHC FRET; E = zVAD death inh; F = Runt-CBFb FRET; G = TbHK1 inh; H = NCF1 inh; I = EBV gp42 block
SMILES: NC(=O)C1CCN(C(=O)CCC(=O)c2ccc(Br)cc2)CC1
  A: -14; B: -9; C: 15; D: 0; E: 1.3; F: 1; G: -4; H: -10; I: -4

SMILES: O=C(CCc1nc2ccccc2[nH]1)Nc1ccc2c(c1)OCO2
  A: 4; B: -2; C: 13; D: -8; E: 0.1; F: 2; G: -2; H: 8; I: -8

SMILES: O=C(N/N=C/c1ccc(O)cc1)c1csc2c1CCCC2
  A: -8; B: -1; C: 1; D: -5; E: 4.0; F: -1; G: -16; H: -9; I: 5

SMILES: CCCOc1ccccc1NC(=O)c1ccc([N+](=O)[O-])cc1
  A: -10; B: -1; C: 25; D: 3; E: 2.7; F: -3; G: -7; H: 5; I: -5

SMILES: Cc1nnc(NC(=O)CSc2nnc(Cc3cccn3C)n2CCc2ccccc2)s1
  A: -7; B: 3; C: -1; D: 4; E: -0.7; F: 4; G: -8; H: -7; I: -6

SMILES: Cn1c(=O)[nH]c(=O)c2c1nc(Br)n2C/C=N/NC(N)=S
  A: -7; B: -3; C: 8; D: -2; E: -1.2; F: 1; G: 0; H: 8; I: -7

SMILES: O=C(NC(Cc1c[nH]c2ccccc12)C(=O)OCC(=O)c1cccc2ccccc12)c1cccs1 (centres undefined)
  A: -5; B: 7[fluorescence artefact?]; C: -1; D: -7; E: 2.1; F: 0; G: -4; H: -75; I: -138

SMILES: CC1CCc2c(C(=O)Oc3cccc(-n4cnnn4)c3)csc2C1 (centres undefined)
  A: -13; B: -3; C: 0; D: -1; E: 0.9; F: -1; G: -9; H: -13; I: 12

SMILES: C=CCn1c(N)c(C(=O)Nc2ccc(C)c(C)c2)c2nc3ccccc3nc21
  A: -15; B: 1; C: 7; D: 19; E: -0.1; F: 3; G: -13; H: -17; I: -11

SMILES: CCN(C(=O)COC(=O)CNC(=O)c1ccc2ccccc2c1)C1CCS(=O)(=O)C1 (centres undefined)
  A: -31; B: -4; C: -24; D: 1; E: 0.3; F: 0; G: -8; H: -1; I: -9

SMILES: CCCCN(CC)S(=O)(=O)c1ccc(C(=O)N(CCCN(C)C)c2nc3cc(C)cc(C)c3s2)cc1
  A: -6; B: 13; C: -7; D: -4; E: 0.3; F: -1; G: 14; H: 36*; I: -15

SMILES: CCOC(=O)C1CCN(C(=O)CNS(=O)(=O)c2ccc(Br)s2)CC1
  A: -9; B: 1; C: -1; D: 2; E: -0.2; F: 0; G: -2; H: -12; I: -12

SMILES: Cc1cc([N+](=O)[O-])cc2c1NC(=O)C2(O)N1CCCCCC1 (centres undefined)
  A: /; B: -2; C: 0; D: -1; E: -0.1; F: 1; G: -26; H: -5; I: 6

SMILES: CCNC(=S)NNC(=O)c1csc2c1CCC(C)C2 (centres undefined)
  A: -7; B: -17[fluorescence artefact?]; C: 0; D: -4; E: 0.2; F: -1; G: 1; H: -6; I: -13

SMILES: COC(=O)CN1C(c2ccccc2O)Nc2ccc(Br)cc2C1c1ccccc1 (centres undefined)
  A: -5; B: -27; C: 1; D: -3; E: 0.5; F: 0; G: 6; H: -12; I: 0

Letters – A = MDM2 E3 inh; B = 14-3-3 Bad inh; C = Hck-Nef inh; D = Runt-SMMHC FRET; E = zVAD death inh; F = Runt-CBFb FRET; G = TbHK1 inh; H = NCF1 inh; I = EBV gp42 block
SMILES: Cc1csc(SCC(=O)N2CCN(S(=O)(=O)c3ccc(Cl)cc3)CC2)n1
  A: -11; B: 1; C: -2; D: 4; E: -0.2; F: 0; G: -5; H: 9; I: -15

SMILES: COc1ccc(Cl)cc1NC(=O)CN(c1ccccc1)S(=O)(=O)N(C)C
  A: -3; B: 7; C: 0; D: 5; E: 0.3; F: -2; G: 0; H: -16; I: -11

SMILES: O=C(Nc1ccc(-n2nncc2-c2ccco2)cc1)c1cccc(F)c1
  A: -10; B: 7; C: -1; D: 0; E: -0.1; F: 8; G: 7; H: -22; I: -19

SMILES: CC(=O)c1cccc(NC(=O)Cn2cc3c(n2)CCCC3)c1
  A: -7; B: 12; C: 1; D: -1; E: 0.1; F: 2; G: -4; H: -14; I: -12

SMILES: COC(=O)c1ccc(OCC(O)Cn2nnc3ccccc32)cc1 (centres undefined)
  A: -5; B: 0; C: 1; D: -3; E: 0.2; F: 0; G: -1; H: -1; I: -3

SMILES: Nc1nc(-c2c(Cl)cccc2Cl)no1
  A: 0; B: 1; C: 7; D: 0; E: 0.3; F: -1; G: 5; H: -4; I: -12

SMILES: CN(CCC#N)C(=O)CSc1nnc(-c2ccco2)n1N
  A: -16; B: 6; C: 12; D: 3; E: 0.1; F: -1; G: 6; H: 4; I: -20

SMILES: O=C(/C=C/c1ccco1)NC(=S)Nc1cc(C(F)(F)F)ccc1N1CCOCC1
  A: -13; B: -10; C: 1; D: -1; E: -1.0; F: -3; G: -1; H: -18; I: -15

SMILES: Cc1ccc(C(=O)Nc2c(C)n(C)n(-c3ccccc3)c2=O)cc1
  A: -3; B: -5; C: 22; D: 0; E: 1.2; F: 3; G: -6; H: -6; I: 2

SMILES: COc1ccc(N2CCN(C(c3ccc4ncccc4c3)c3nnnn3C(C)C)CC2)cc1 (centres undefined)
  A: -7; B: -1; C: 10; D: 2; E: 1.2; F: 0; G: -13; H: -6; I: -12

SMILES: CCN(CC)C(=O)C1=C(C)Nc2nnnn2C1c1cccnc1 (centres undefined)
  A: 11; B: -6; C: 0; D: 0; E: -1.3; F: 0; G: 6; H: -6; I: -18

SMILES: O=C(NCCC1=CCCCC1)c1ccc(=O)oc1
  A: -9; B: -5[fluorescence artefact?]; C: 1; D: -1; E: 0.0; F: 1; G: -65; H: 13; I: 9

SMILES: O=C(NCc1cccnc1)C1CCCCN1S(=O)(=O)c1ccc(F)cc1 (centres undefined)
  A: -21; B: 8; C: 3; D: 2; E: -0.1; F: 0; G: 3; H: -6; I: -12

SMILES: O=C(CN(C(=O)Cn1nnc(-c2ccccc2F)n1)c1cccc2c1CCCC2)NCc1ccccc1
  A: -4; B: /; C: -2; D: 1; E: 0.0; F: -2; G: -2; H: -7; I: 12
